# CHRM4 antagonist = blocks acetylcholine activation of human M4 receptor. P08173. CHO-hM4 cells, ACh EC80, Fluo-8 calcium fluorescence. inhibition, % at 3 µM. 0.73% of 360,000 active;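 active means inhibition above its plate's cutoff, the mean inhibition of sample wells plus 3 SD, cut at about 27% in these data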;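 further: 0% = acetylcholine EC80 with DMSO and 100% = DMSO without agonist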
# M1 PAM = positive allosteric modulators of human M1 muscarinic receptor; 0.088% of 360,000 active; CHO-K1 hM1, Fluo-8 calcium fluorescence, ACh EC20; 0% = ACh EC20, 100% = maximal ACh; P11229; activation, % at 3 µM; AID 588819; in the data active means activation above about 19%, passing the limit was not always enough
# Target sequence (P11229 whole entry, looked up): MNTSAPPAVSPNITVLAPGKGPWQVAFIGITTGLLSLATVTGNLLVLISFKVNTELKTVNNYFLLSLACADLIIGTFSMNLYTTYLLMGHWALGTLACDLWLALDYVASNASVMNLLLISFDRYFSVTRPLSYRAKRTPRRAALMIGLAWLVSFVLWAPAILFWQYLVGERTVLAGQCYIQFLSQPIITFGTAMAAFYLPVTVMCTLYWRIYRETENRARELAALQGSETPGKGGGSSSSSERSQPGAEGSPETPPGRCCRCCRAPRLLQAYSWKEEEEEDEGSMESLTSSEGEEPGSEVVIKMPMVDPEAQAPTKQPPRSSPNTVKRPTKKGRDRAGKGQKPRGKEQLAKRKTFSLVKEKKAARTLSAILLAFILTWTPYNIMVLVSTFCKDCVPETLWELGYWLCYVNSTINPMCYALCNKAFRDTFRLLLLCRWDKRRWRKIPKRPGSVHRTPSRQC
# CHRM4 PAM = potentiates acetylcholine response at human M4 receptor; P08173; CHO-K1 hM4/Gqi5, Fluo-8 calcium fluorescence, ACh EC20; 0% = ACh EC20, 100% = maximal ACh; 0.4% of 360,000 active; activation, % at 3 µM; AID 624126;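 active means activation above its plate's cutoff, the mean activation of sample wells plus 3 SD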; further: some results filed as inactive read as strong as hits
# CHRM5 antagonist = CHRM5 antagonism in calcium assay; P08912; AID 624040; inhibition, % at 3 µM; CHO-hM5 cells, Fluo-8 calcium fluorescence, ACh EC80; 0.59% of 360,000 active;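 active means inhibition above a per-plate cutoff, the mean of that plate's test compounds plus 3 SD, cut at about 27% in these data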;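 further: 0% = acetylcholine EC80 with DMSO and 100% = DMSO without agonist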
# Target sequence (P08912 whole entry, looked up): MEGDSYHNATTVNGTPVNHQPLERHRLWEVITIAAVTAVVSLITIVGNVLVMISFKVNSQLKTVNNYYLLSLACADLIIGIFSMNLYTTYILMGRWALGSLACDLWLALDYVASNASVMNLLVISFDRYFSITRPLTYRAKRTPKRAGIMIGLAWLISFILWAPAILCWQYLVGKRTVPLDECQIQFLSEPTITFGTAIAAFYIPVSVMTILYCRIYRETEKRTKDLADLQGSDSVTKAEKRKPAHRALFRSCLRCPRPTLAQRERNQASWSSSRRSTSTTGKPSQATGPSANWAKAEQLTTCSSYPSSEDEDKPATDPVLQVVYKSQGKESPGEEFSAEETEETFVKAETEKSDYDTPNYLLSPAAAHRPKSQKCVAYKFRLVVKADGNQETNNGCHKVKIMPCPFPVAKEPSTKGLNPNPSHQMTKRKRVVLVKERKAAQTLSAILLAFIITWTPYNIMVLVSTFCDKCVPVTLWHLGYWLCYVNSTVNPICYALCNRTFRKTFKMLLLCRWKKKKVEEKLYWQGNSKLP
# CRFBP-R2 agonist = CRF-BP/CRF-R2 complex agonism; HEK293 CRF-R2/CRF-BP, calcium dye fluorescence (FLIPR); percent of saturating CRF peptide response; activation, % at 13.2 µM; 0.46% of 350,000 active; AID 588473;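 active means activation of at least 50%, plus an integration ratio under a set limit after plate pattern correction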;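 further: plate controls were neutral control wells without compound for no effect and CRF at EC100 for full effect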
# M1 antag = antagonists of human M1 muscarinic receptor. inhibition, % at 3 µM. 1.3% of 360,000 active. CHO-K1 hM1, Fluo-8 calcium fluorescence, ACh EC80 antagonist;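 active means percent inhibition above its own plate's cutoff, namely the mean of that plate's compound wells plus 3 SD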;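 further: peak over basal fluorescence ratio during 140 s after agonist addition; 0% = ACh EC80 plus DMSO and 100% = DMSO alone without agonist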
# M5 ag = CHRM5 agonism in calcium assay | P08912 | CHO-K1 hM5 cells, Fluo-8 calcium fluorescence; 0% DMSO wells, 100% maximal acetylcholine response | activation, % at 3 µM | 0.19% of 360,000 active | AID 624037;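 active means activation above the run's mean over test compounds plus 3 SD, cut at about 23% in these data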;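 further: signal is peak over basal fluorescence ratio across the kinetic read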
# M5 PAM = potentiates acetylcholine response at human M5 receptor; P08912; CHO-K1 hM5, Fluo-8 calcium, ACh EC20 PAM; 0% = ACh EC20, 100% = ACh EC100; activation, % at 3 µM; 0.3% of 360,000 active;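 active means activation above the run cutoff, the mean activation of all test compounds plus 3 SD, cut at about 18% in these data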
#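 Assay system: CHO-K1 hM5 cells. Also added: acetylcholine at EC20 concentration, added after compound. Dosing: 3 µM, single dose. Times: compound preincubation 140 s before EC20 acetylcholine addition. Signal: Fluo-8 calcium fluorescence. Measure: % activation relative to EC20 and EC100 ACh responses. Repeats: singlicate, one well per test compound.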
# CHRM4 agonist = CHRM4 agonism in calcium assay; 0.14% of 360,000 active; CHO-K1 hM4/Gqi5, Fluo-8 calcium fluorescence; vehicle 0%, full acetylcholine response 100%; P08173; AID 624127; activation, % at 3 µM;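 active means activation above the run mean over all test wells plus 3 SD, cut at about 32% in these data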;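 further: peak over basal fluorescence ratio per well then scaled between controls; 0% = DMSO wells and 100% = acetylcholine at EC100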
# Numbers without * were called inactive; nt = no result given.
nr	Compound	M1 PAM	CHRM5 antagonist	M5 PAM	CHRM4 PAM	CHRM4 agonist	M5 ag	M1 antag	CHRM4 antagonist	CRFBP-R2 agonist
1	O=C(O)c1ccc(Cn2cc(C(F)(F)F)ccc2=O)cc1	11	5	0	5	0	-2	-3	-2	-0.4
2	COc1ccc(C2CC(c3ccc(C)cc3)Nc3nc(N)nn32)cc1 (stereo unspecified)	2	0	1	-3	1	2	1	8	2.7
3	CCOc1ccc(-n2c(SCC(=O)Nc3cc(OC)c([N+](=O)[O-])cc3C)nc3ccccc32)cc1	3	1	0	-4	1	-1	-4	-4	-2.0
4	O=C(NCCc1c[nH]c2ccccc12)C1CCC(Cn2c(=S)[nH]c3ccccc3c2=O)CC1 (stereo unspecified)	6	12	-9	-2	4	-2	3	-2	-1.5
5	Cn1c(=O)c2c(ncn2CC(=O)OCC(=O)Nc2ccc(Cl)cc2Cl)n(C)c1=O	-9	3	-5	-9	4	0	13	4	-0.2
6	c1ccc(Cn2nnc3c(N4CCc5ccccc54)ncnc32)cc1	11	-5	8	9	0	3	-12	4	-0.5
7	COc1ccc(NC(=O)c2cc3c(COC(C)=O)cnc(C)c3oc2=Nc2cccc(C(=O)O)c2)c(OC)c1	18	-8	10	-1	2	-2	-4	-22	-2.0
8	Cc1cccc(C)c1OCC(=O)Nc1ncn[nH]1	12	-7	5	7	1	-3	-6	7	0.4
9	CCCC(=O)Oc1ccccc1C1SCc2cc(C)c(C)cc2CS1	1	-1	3	-4	-1	-5	-19	3	9.2
10	CCOC(=O)CN1C(=O)C(O)=C(C(C)=O)C1c1ccccc1 (stereo unspecified)	-9	-2	-5	1	0	-1	14	-8	-1.6
11	O=C(Nc1ccccc1C(F)(F)F)c1cc(-c2cccc(O)c2)on1	2	6	0	14	2	-2	6	0	-0.1
12	COc1ccc2c(C)cc(N3CCN(c4ccc(F)cc4)CC3)nc2c1	-3	2	-5	-5	0	4	-16	14	2.1
13	COc1cccc(NC(=O)Nc2ccccc2C(N)=O)c1	0	-8	1	0	3	3	0	0	2.0
14	COc1ccc(NC(=O)CSCC(=O)NCCc2ccccn2)cc1	6	12	-1	-4	0	3	-1	7	-0.5
15	CC(C(=O)NCCSCc1cccc(Cl)c1)N(c1ccccc1)S(C)(=O)=O (stereo unspecified)	2	4	-5	-2	8	-2	-3	-13	-1.2
16	CC1CN(C(=O)COC(=O)c2cccc(NS(=O)(=O)c3ccccc3)c2)CC(C)O1 (stereo unspecified)	11	7	1	7	1	4	-15	-11	1.3
17	CCOCCC(=O)Nc1ccc2c(c1)c(=O)n(C)n2Cc1cccc(C(F)(F)F)c1	32*	3	-2	9	2	1	-32	-18	nt
18	COc1ccc(OCCn2nnc(-c3ccc(Cl)cc3)n2)cc1	10	5	-1	0	1	2	-6	-2	1.0
19	O=C(COC(=O)c1cccs1)NCc1cccs1	13	12	0	-2	1	-5	-20	-7	-0.8
20	CC(=O)Nc1ccc(C(=O)NNC(=O)CCc2ccccc2)cc1	4	0	-4	-6	2	-1	-1	-9	0.2
21	c1ccc(CSC2=NNC(c3ccccn3)S2)cc1 (stereo unspecified)	6	12	-2	-3	1	-3	-6	-2	0.3
22	c1cc(CNc2ccc(N3CCOCC3)cc2)ccn1	6	0	-2	0	3	1	-11	-3	-2.0
23	Cn1ccsc1=NC(=O)c1ccc(Cl)cc1	7	0	6	0	2	-8	-4	0	0.5
24	CC(=O)c1c(C)[nH]c(C(=O)OCC(=O)C(C)(C)C)c1C	8	-4	-1	2	2	2	-10	-6	0.0
25	COc1ccc(C(C(=O)Nc2ccc(F)cc2)N2CCN(c3ccncc3)CC2)cc1 (stereo unspecified)	nt	-12	8	10	3	0	nt	4	nt
26	O=C(CC1C(=O)CCCC1=O)c1ccccc1	2	7	5	-5	0	-1	-1	9	2.3
27	CC(C)CCCN1CCN=C1N(C)C	4	5	-9	-1	0	-12	3	13	4.5
28	CCOC(=O)c1c(C)[nH]c(C)c1S(=O)(=O)NCC1CCN(Cc2ccccc2OC)CC1	-4	11	-8	-2	-1	-9	-2	-3	-1.2
29	COc1ccc2sc(NC(=O)NC(=O)c3c(Cl)cccc3Cl)nc2c1	3	14	-12	1	2	-11	-2	5	2.0
30	CCOC(=O)C1=C(C)NC(C)=C(C(=O)OCC)C1C(=O)OCC(=O)NC(C)c1ccccc1 (stereo unspecified)	-4	15	-12	-4	16	-1	12	4	0.9

# Some of these compounds in order of length of the SMILES, descending.
nr	Compound	M1 PAM	CHRM5 antagonist	M5 PAM	CHRM4 PAM	CHRM4 agonist	M5 ag	M1 antag	CHRM4 antagonist	CRFBP-R2 agonist
25	COc1ccc(C(C(=O)Nc2ccc(F)cc2)N2CCN(c3ccncc3)CC2)cc1 (stereo unspecified)	nt	-12	8	10	3	0	nt	4	nt
29	COc1ccc2sc(NC(=O)NC(=O)c3c(Cl)cccc3Cl)nc2c1	3	14	-12	1	2	-11	-2	5	2.0
12	COc1ccc2c(C)cc(N3CCN(c4ccc(F)cc4)CC3)nc2c1	-3	2	-5	-5	0	4	-16	14	2.1
6	c1ccc(Cn2nnc3c(N4CCc5ccccc54)ncnc32)cc1	11	-5	8	9	0	3	-12	4	-0.5
14	COc1ccc(NC(=O)CSCC(=O)NCCc2ccccn2)cc1	6	12	-1	-4	0	3	-1	7	-0.5
13	COc1cccc(NC(=O)Nc2ccccc2C(N)=O)c1	0	-8	1	0	3	3	0	0	2.0
23	Cn1ccsc1=NC(=O)c1ccc(Cl)cc1	7	0	6	0	2	-8	-4	0	0.5

# (cont.)
nr	Compound	M1 PAM	CHRM5 antagonist	M5 PAM	CHRM4 PAM	CHRM4 agonist	M5 ag	M1 antag	CHRM4 antagonist	CRFBP-R2 agonist
31	O=C(NCc1ccc(F)cc1)Nc1nnc([C@@H]2C[C@H](O)[C@@H](CO)O2)s1	5	-2	3	1	0	1	-8	3	nt
32	COc1ccc(CN2CCCC(N3CCN(c4cccc(Cl)c4)CC3)C2)cc1OC (stereo unspecified)	-6	0	5	-11	1	-8	8	10	-1.1
33	CSc1ccc(Cl)c(C(=O)NNC(=O)c2csc(N3CCOCC3)n2)c1	-7	5	-7	-2	3	5	2	-4	0.3
34	COc1ccc(NC(=O)O/N=C/c2ccccc2Cl)cc1	12	-6	17	-5	0	1	-8	18	-4.5
35	CC(OC(=O)Cc1n[nH]c(=O)c2ccccc12)C(=O)Nc1ccc(F)cc1 (stereo unspecified)	2	0	5	5	0	1	-7	-6	-0.5
36	Cc1ccc([N+](=O)[O-])cc1N/C=C1\CCCCC1=O	7	-4	-1	2	5	2	4	1	-1.3
37	CCSc1nnc2ccc(-c3ccco3)nn12	4	1	2	-1	0	-1	-7	-11	-0.5
38	CC[N+](CC)(CC)CC(=O)Nc1c(C)cccc1C	-11	-4	-15	-10	1	30*	10	35*	-0.7
39	CCOC(=O)N1CCN(c2c(N3CCN(c4cccc(C(F)(F)F)c4)CC3)c(=O)c2=O)CC1	11	-3	8	-3	0	-1	-12	0	0.0
40	C/C(CC(=O)NC1CCCC1)=N\NC(=O)Cc1csc(N)n1	4	-4	8	10	1	-1	-1	10	3.0
41	COc1ccc(N2CCN(C(=O)C3CCCN(S(=O)(=O)c4ccc(F)cc4)C3)CC2)cc1 (stereo unspecified)	-5	15	-9	-5	8	0	6	3	-1.2
42	CC(/C=C/c1ccccc1F)=N\NC(=O)C(C)C	3	-5	5	10	1	-1	-7	-3	-0.3
43	CC(=O)Nc1c(Br)cc2c(c1Br)Cc1cc(Br)ccc1-2	7	-7	8	7	1	2	-12	-12	4.3
44	CCC(CC)NC(=O)CSc1ccc(S(=O)(=O)N2CCCCC2)cn1	9	-2	-1	8	1	-2	-11	-9	-0.4
45	CC(=O)/C(N=Nc1ccc(C(=O)O)cc1)=C(\C)O	-3	9	3	15	0	0	15	2	2.1
46	CCCN1C2CCCC1CC(NC(=O)c1cccc([N+](=O)[O-])c1)C2 (stereo unspecified)	1	7	-3	1	1	-4	7	-8	-1.4
47	CCCN(CCC)C(=O)Cc1ccc(F)cc1	14	6	12	4	1	-1	-14	-1	2.4
48	COc1ccc(OC)c(NC(=O)C2CCCN2C(=O)C2CCC(C)CC2)c1 (stereo unspecified)	8	2	-2	3	0	-1	-10	7	-2.0
49	CC(=O)c1ccc(OCCCC(=O)OCc2nnc(-c3ccc(Cl)cc3)o2)cc1	-1	11	-9	2	6	0	3	2	6.2
50	CCc1nc(SCC(=O)Nc2cc(C)on2)c2c(=O)n(C)c(=O)n(C)c2n1	3	7	-7	-5	0	1	-10	1	2.2
51	CCN(CC)S(=O)(=O)c1ccc(S(=O)(=O)Nc2ccc3c(c2)oc2ccccc23)cc1	-6	14	-8	-2	2	0	5	8	0.5
52	CCOC(=O)c1sc(NC(=O)Nc2ccccc2)cc1C	-17	46*	-19	-7	18	5	33	15	32
53	O=C(CCCN1C(=O)/C(=C\c2cccs2)SC1=S)NNC(=O)c1ccncc1	-17	6	-8	-9	9	1	9	12	0.0
54	O=C(COC(=O)c1ccco1)Nc1ccccc1[N+](=O)[O-]	-2	8	-1	-3	0	-1	3	8	-7.9
55	O=C(CNC(=O)c1ccco1)OCC(=O)c1ccc(Br)cc1	14	14	0	-2	1	-1	-11	-6	-0.3
56	Cn1c2ccccc2c2nnc(SC3CCOC3=O)nc21 (stereo unspecified)	-7	-5	2	-1	-1	-6	-5	-4	-1.0
57	CC(C)C1COC(c2cccn2Cc2ccccc2Cl)=N1 (stereo unspecified)	-19	13	-17	-5	0	-11	2	3	2.1
58	O=C(Nn1c(-c2ccc(F)cc2)nc2ccccc2c1=O)c1cccnc1	-7	5	1	-1	1	-1	4	-4	-1.4
59	COc1ccc(-c2csc3ncnc(NCCO)c23)cc1	8	0	-5	3	2	-1	-13	6	4.7
60	OC1CCCN(Cc2ccc3c(c2)Cc2ccccc2-3)C1 (stereo unspecified)	3	7	-1	-2	4	-6	-4	-11	0.1
61	CCC(=O)Nc1ccc(NC(=O)c2cc3ccccc3o2)c(OC)c1	2	13	-7	-3	9	0	-6	-8	1.1
